STAT1 act = activators of IFN-gamma induced STAT1 signaling; AID 932; hit rate 2.6% among 200,000; NIH 3T3 STAT1-luciferase reporter, luminescence; 100% = IFN-gamma alone, no compound; activation (% of control), % at 5.5 µM;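 active = activation above the screen-wide mean activation plus 3 SD, cut at about 130% in these data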;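 note: raw ratio to IFN-gamma control signal so 100% means no change and 0% no light; values of inactives mirror those of a sister screen read the other way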
APP 5'UTR act = activates APP 5'UTR luciferase reporter; SH-SY5Y APP 5'UTR luciferase reporter, luminescence; zero percent = DMSO vehicle wells; activation, % at 2 µM; hit rate 1% among 190,000; AID 1276;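 active = activation above a set limit, based on mean plus 3 SD of controls, cut at about 140% in these data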; note: values of inactives mirror those of a sister screen read the other way
Efa HMGR inh = blocks class II HMG-CoA reductase of Enterococcus faecalis. purified E. faecalis HMGR, NADPH absorbance 340 nm kinetic. inhibition, % at 10 µM. hit rate 0.41% among 190,000. AID 1066;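 active = inhibition above a set limit, the median over all tested compounds plus 3 SD, cut at about 9.5% in these data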;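 note: enzyme runs in reverse so mevalonate oxidation gives rising NADPH absorbance; 0% = complete reaction with DMSO and 100% = background rate lacking mevalonate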
STAT1 inh = reduces IFN-gamma driven STAT1 reporter signal; NIH 3T3 STAT1-luciferase reporter, luminescence; inhibition, % at 5.5 µM; hit rate 0.35% among 200,000; AID 920;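 active = inhibition above a set limit, the mean inhibition across all tested compounds plus 3 SD, cut at about 34% in these data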;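 note: 0% = IFN-gamma with DMSO and 100% = IFN-gamma with 300 µM nifuroxazide; values of inactives mirror those of a sister screen read the other way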
TLR4-MyD88 BLA = TLR4-MyD88 interaction inhibition in cells | O00206+Q99836 | HeLa CL3-4 TLR4/MyD88 BLA complementation, FRET ratio | inhibition, % at 8.4 µM | hit rate 0.18% among 200,000 | AID 861; in the data active = inhibition above about 25%;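 note: 0% = vehicle and 100% = reference inhibitor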
Target sequence (O00206 whole entry, looked up): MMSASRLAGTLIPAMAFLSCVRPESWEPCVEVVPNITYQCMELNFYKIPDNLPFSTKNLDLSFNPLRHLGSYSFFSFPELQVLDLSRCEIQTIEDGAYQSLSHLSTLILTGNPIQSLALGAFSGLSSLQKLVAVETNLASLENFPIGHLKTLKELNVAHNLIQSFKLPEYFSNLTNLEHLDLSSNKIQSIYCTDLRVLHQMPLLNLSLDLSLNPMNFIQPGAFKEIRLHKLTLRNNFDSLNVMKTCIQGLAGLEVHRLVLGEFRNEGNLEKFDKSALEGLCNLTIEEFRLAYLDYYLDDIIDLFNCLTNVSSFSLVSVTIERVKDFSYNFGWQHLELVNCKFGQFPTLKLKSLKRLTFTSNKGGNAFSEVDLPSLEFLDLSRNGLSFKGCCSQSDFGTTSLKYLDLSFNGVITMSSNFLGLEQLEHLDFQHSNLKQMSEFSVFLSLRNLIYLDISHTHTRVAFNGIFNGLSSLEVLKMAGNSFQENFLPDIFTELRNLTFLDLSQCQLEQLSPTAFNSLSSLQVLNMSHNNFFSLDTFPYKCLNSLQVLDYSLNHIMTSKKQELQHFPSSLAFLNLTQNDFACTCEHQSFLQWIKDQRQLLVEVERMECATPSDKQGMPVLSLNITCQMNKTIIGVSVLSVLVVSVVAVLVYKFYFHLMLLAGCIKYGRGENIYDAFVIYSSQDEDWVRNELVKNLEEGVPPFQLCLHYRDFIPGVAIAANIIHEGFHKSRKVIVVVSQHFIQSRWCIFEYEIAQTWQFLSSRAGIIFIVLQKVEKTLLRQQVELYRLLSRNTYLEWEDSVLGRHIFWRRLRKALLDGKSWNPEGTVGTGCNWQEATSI
Target sequence (Q99836 whole entry, looked up): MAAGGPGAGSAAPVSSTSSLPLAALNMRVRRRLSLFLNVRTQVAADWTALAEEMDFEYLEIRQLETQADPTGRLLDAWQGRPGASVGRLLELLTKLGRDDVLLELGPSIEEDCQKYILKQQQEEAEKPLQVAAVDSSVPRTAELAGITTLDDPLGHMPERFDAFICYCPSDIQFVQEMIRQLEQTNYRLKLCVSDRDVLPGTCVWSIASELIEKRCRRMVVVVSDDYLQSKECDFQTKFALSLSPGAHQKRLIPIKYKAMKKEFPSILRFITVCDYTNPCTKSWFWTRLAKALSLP
Hsp70 act = Hsp70 transcriptional activation, primary screen. HeLa Hsp70 promoter luciferase reporter, luminescence; scaled: vehicle 0, proteasome-inhibitor control 100%. hit rate 0.04% among 200,000. activation, % at 10 µM. AID 1203;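 active = activation above the mean across all tested compounds plus 3 SD, cutoff set per campaign, cut at about 5.5% in these data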;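 note: 100% = MG132 at 30 µM as the positive control and 0% = DMSO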
STAT3 activator = activators of IL-6 induced STAT3 signaling; U3A cells, IL-6 STAT3-luciferase reporter, luminescence; 100% = signal with IL-6 EC80 alone; activation (% of control), % at 5.6 µM; hit rate 0.91% among 190,000; AID 871;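 active = activation above the screen-wide mean of compound activation plus 3 SD, cut at about 130% in these data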;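 note: 0% = background luminescence of wells with medium and substrate only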
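Test system: STAT3-luciferase reporter U3A cells; Detection: reporter luminescence signal; Times: 1 h compound pre-exposure, 6 h IL-6 stimulation, 37 °C; Benchmarks: IL-6-only high control; Also added: IL-6 stimulus at 33 ng/mL final.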
Redox H2O2 prof = compounds producing H2O2 with reducing agent – biochemical, NIH compound library profiling, artefact control for MLSCN library redox annotation, primary screen | activation, % at 10 µM | AID 878 | DTT-dependent redox cycling H2O2, phenol red/HRP absorbance; 100% = 100 µM peroxide control, 0% = buffer | hit rate 0.03% among 200,000;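 active = activation of at least 50% relative to the plate's high and low controls in the primary single-dose screen; inactive = activation below 50%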;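 note: compound incubated with DTT at 0.8 mM final as the reducing agent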
STAT3 inh = inhibitors of IL-6 induced STAT3 signaling. inhibition, % at 5.5 µM. hit rate 0.89% among 190,000. U3A cells, IL-6 STAT3-luciferase reporter, luminescence; host cell line lacks STAT1;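 active = inhibition above the mean inhibition across all screened compounds plus 3 SD, cut at about 44% in these data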;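 note: 0% = DMSO only wells and 100% = 100 µM nifuroxazide control wells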
NF-kB expr up = compounds increasing NF-kB expression in human neuronal cells. hit rate 1.6% among 190,000. fold change at 12.5 µM. NF-kB reporter expression; active compounds read high; in the data active = fold change above about 3.3
An asterisk follows results filed as active; · = no result given. No enrichment for hits. Share with any hit: about 5.6%.

Each structure is followed by: STAT1 act	APP 5'UTR act	Efa HMGR inh	STAT1 inh	TLR4-MyD88 BLA	Hsp70 act	STAT3 activator	Redox H2O2 prof	STAT3 inh	NF-kB expr up
COC(=O)c1ccc(-n2c(C)cc(C(=O)CSc3cccc[n+]3[O-])c2C)cc1
  102	13	2	-2	-15	-0.1	103	-0.4	5	0.98
O=C(Nc1nccs1)C(NS(=O)(=O)c1ccc(Br)s1)c1ccccc1 (configuration not stated)
  102	-27	-5	-2	4	0.0	109	-0.9	-2	0.85
Nc1ccc(C(=O)N2CCCC2)cc1CS(=O)(=O)c1ccc(Cl)cc1
  92	-8	-3	8	4	-0.3	95	-0.1	10	0.93
Cc1cc(C)n(-c2nc3sc4c(c3c3nnc(SCC(N)=O)n23)CC(C)(C)OC4)n1
  94	9	0	7	2	0.1	102	2.9	1	1.3
CC(=O)c1cccc(NC(=O)NCc2cccnc2)c1
  100	-20	-3	0	-1	-0.3	106	-0.4	-7	0.89
O=C(CSc1nnc(-c2cccs2)n1-c1ccccc1)NCc1ccc2c(c1)OCO2
  90	11	-4	11	17	-0.4	110	0.7	-8	1.3
COC(=O)c1c(NC(=O)CC2SC(N)=NC2=O)sc2c1CCC(C)C2 (configuration not stated)
  100	·	5	0	0	0.1	97	-0.5	3	1
CC(C)(O)[C@H](O)COc1c2occc2cc2ccc(=O)oc12
  90	9	-3	11	2	0.3	89	0.6	10	0.97
O=C1CC[C@@H](CN(Cc2ccccn2)Cc2nc(-c3ccc(C(F)(F)F)cc3)no2)N1
  97	-13	-2	1	12	0.0	105	-0.1	-2	1.5
COc1cc2c(cc1NC(=O)C(C)N1CCN(S(=O)(=O)c3ccc(C)c(C)c3)CC1)oc1ccccc12 (configuration not stated)
  99	12	0	1	5	-0.2	102	0.0	-3	0.88
COc1ccc2c(c1)CCCC21NC(=O)NC1=O (configuration not stated)
  103	1	-3	-3	-8	-0.5	99	2.2	7	1.2
Cn1c(SCC(=O)NCc2ccc3c(c2)OCO3)nnc1-c1cc2ccccc2cc1O
  97	12	2	4	-7	-0.4	100	2.4	8	0.99
O=S(=O)(c1ccc(S(=O)(=O)N2CCCC3(CCCCC3)C2)cc1)N1CCCCC1
  104	-3	0	-5	7	-0.2	96	0.1	7	1.4
Cc1cc(=O)n2c(sc3ccccc32)c1C#N
  102	-14	-1	-2	-19	-0.2	81	-0.1	25	1.1
OC12CCCCC1C(c1ccc3c(c1)OCO3)N(Cc1ccc(F)cc1)CC2 (configuration not stated)
  107	-5	-1	-7	0	-0.3	100	3.3	3	0.73

The results go on:
Each structure is followed by: STAT1 act	APP 5'UTR act	Efa HMGR inh	STAT1 inh	TLR4-MyD88 BLA	Hsp70 act	STAT3 activator	Redox H2O2 prof	STAT3 inh	NF-kB expr up
Cc1nn(C)c(C)c1CNC(=O)/C=C/c1ccccc1F
  85	16	-2	16	-5	-0.3	91	0.0	14	1.3
C/C(=N\NC(=O)c1ccncc1)C12CC3CC(CC(C3)C1)C2
  109	-12	2	-10	-2	-0.2	109	0.2	-8	1.1
COc1ccc(CCN2C(=O)NC(NC(=O)CC(C)C)(C(F)(F)F)C2=O)cc1OC (configuration not stated)
  110	28	2	-11	-7	-0.3	101	0.1	-1	0.87
CCCOc1ccc(C(=O)NCCO)cc1
  103	-13	0	-3	-5	-0.4	108	0.0	-3	1.3
CCOC(=O)C1=C(c2ccccc2)OC(N)=C(C#N)C1c1cccnc1 (configuration not stated)
  76	20	0	25	0	-0.3	99	-0.2	3	1.1
Cn1nnnc1SCC(=O)Nc1ccccc1C(=O)NCc1ccccc1
  99	10	-3	1	-3	-0.5	106	2.6	-5	1.1
Cc1ccc(NC(=O)CCN2CCN(CCO)CC2)cc1Br
  105	-10	-3	-7	-10	0.1	·	-1.9	·	1.1
O=c1c2ccccc2[nH]c(=S)n1CCN1CCN(Cc2ccccc2)CC1
  103	4	-3	-3	11	-0.3	98	1.3	7	1.3
O=C(CN1CCOCC1)NCC12CC3CC(CC(C3)C1)C2
  103	-5	-7	-3	2	-0.1	108	-0.7	-3	1.2
O=C(CN(Cc1ccco1)C(=O)c1ccc(Cl)cc1)Nc1c(Cl)cc(Cl)cc1Cl
  93	·	3	8	-11	-0.3	104	-0.6	-4	1.1
COC(=O)c1sc2nc3c(cc2c1N)COC(C)(C)C3
  142*	-11	-1	-48	6	-0.4	98	0.1	3	4.2*
CN(C)CCCN(C(=O)c1ccc2c(c1)CCCC2)c1nc2ccc(Cl)cc2s1
  103	-28	2	-3	10	-0.5	108	1.2	-6	0.74
CCOc1ccc(S(=O)(=O)N(CCO)CCO)cc1-c1nc2c(C(C)(C)C)nn(C)c2c(=O)[nH]1
  104	-4	1	-2	-3	-0.3	106	0.3	-6	0.4
O=C(COC(=O)c1ccccc1NC(=O)c1ccco1)Nc1ccc2c(c1)OC(F)(F)O2
  104	13	-2	-4	-1	0.0	92	-0.2	9	1.1
COC(=O)c1ccc(C(=O)OC)c(NC(=O)CN(c2ccc3c(c2)OCO3)S(C)(=O)=O)c1
  111	10	-6	-12	-26	-0.4	106	0.1	0	0.77

Continuation.
Each structure is followed by: STAT1 act	APP 5'UTR act	Efa HMGR inh	STAT1 inh	TLR4-MyD88 BLA	Hsp70 act	STAT3 activator	Redox H2O2 prof	STAT3 inh	NF-kB expr up
CN1CCN(S(=O)(=O)c2cccc(S(=O)(=O)c3cccc(S(=O)(=O)N4CCN(C)CC4)c3)c2)CC1
  100	13	-8	0	2	-0.4	99	0.1	8	1.1
O=C(COC(=O)/C=C/c1cccs1)Nc1nc(-c2ccccc2)cs1
  104	16	2	-4	-3	-0.1	109	-0.2	-8	1
CC#CCNCc1ccccc1
  95	2	-4	6	11	-0.2	106	-4.5	-6	0.76
Cc1c(Cl)cccc1NC(=O)CSc1ccc(-c2cccnc2)nn1
  102	4	-3	-3	1	-0.2	101	-1.1	2	0.96
C=CCNC(=O)NC(=O)COC(=O)CNS(=O)(=O)c1ccc(F)c(F)c1F
  100	-6	7	-2	-1	0.0	105	0.5	2	1.1
Cc1c(NC(=O)c2ncn[nH]2)cccc1-c1nc2ccccc2s1
  104	-1	1	-5	8	0.3	111	0.3	-11	1.6
CCOC(=O)c1c(CN2CCOCC2)n(-c2ccccc2)c2cc(Br)c(O)cc12
  103	-3	1	-3	1	-0.1	98	1.7	7	0.79
CC1CCCC(C)N1S(=O)(=O)c1ccc(NC(=O)CNCC2CCCO2)cc1 (configuration not stated)
  101	25	-2	-2	-2	0.2	95	0.7	11	1
CCCCC(=O)Nc1ccc(NC(=O)C(C)C)cn1
  118	5	3	-19	-3	0.2	97	2.1	6	1.6
O=C(CC1Sc2ncnn2C1=O)Nc1ccc(Br)cc1 (configuration not stated)
  91	18	-6	11	9	0.0	102	-1.4	-2	1.2
Cc1cc(Cl)ccc1OCC(=O)n1cc(C(=O)c2cc(Cl)ccc2O)cn1
  100	-9	-2	0	-5	-0.3	89	0.6	15	1.3
O=S(=O)(Nc1ccc2c(c1)OCCO2)c1cnc[nH]1
  100	4	-3	1	0	-0.2	104	-2.5	2	0.84
COc1ccc2c(c1)C(c1ccc(C)o1)=NNC(c1ccccc1)=N2
  98	24	-2	0	-3	-0.3	99	-0.2	4	0.93
Cc1cc(C)cc(NC(=S)N2CCC(c3nc4ccccc4s3)CC2)c1
  97	10	-1	4	6	-0.3	96	3.6	6	0.86
CNc1nc2ccccc2n1/N=C/c1cccc(OC)c1OC
  100	-4	1	0	-1	0.0	81	-0.6	25	0.7

Following part.
Each structure is followed by: STAT1 act	APP 5'UTR act	Efa HMGR inh	STAT1 inh	TLR4-MyD88 BLA	Hsp70 act	STAT3 activator	Redox H2O2 prof	STAT3 inh	NF-kB expr up
Fc1ccccc1CSc1nnc2ccc(-c3ccncc3)nn12
  99	6	1	-2	7	-0.1	108	-0.1	-4	1.2
O=[N+]([O-])c1ccc(N2CCCCCC2)c([N+](=O)[O-])c1
  96	-9	2	4	10	-0.3	107	-1.2	-1	0.95
CCCn1nnc(NC(=O)/C=C/c2cc(Br)ccc2OC)n1
  103	-17	-1	-5	-4	0.0	84	0.2	25	1
CCOc1ccc(S(=O)(=O)N(C)c2ccc(OCC(=O)Nc3nccs3)cc2)cc1
  96	10	-7	3	-17	0.0	103	-2.4	-3	1.1
CC(C)Cc1nc(Nc2ccc(S(=O)(=O)N3CCCC3)cc2)c2nnn(Cc3ccccc3)c2n1
  97	11	0	3	-11	-0.5	111	2.0	-12	0.8
CCOC(=O)Cn1c(C)[n+](C)c2cc(Cl)c(Cl)cc21
  99	-21	3	0	-4	-0.3	107	-0.4	0	1.1
Cc1c(C=O)c2ccccn2c1C(=O)c1ccccc1
  91	-10	-2	6	10	-0.4	97	0.3	4	0.86
OCCNc1nc2ccccc2n1-c1ncnc2sc3c(c12)CCC3
  91	-2	-3	10	-4	-0.2	76	-0.2	33	1
Cc1ccccc1Nc1nc(N)nc(CN(C)c2ccccc2)n1
  98	12	-7	3	-1	-0.4	97	-1.5	10	1.3
O=C(NNc1ccccc1)C(=O)N1CCCCC1
  97	-11	-7	3	8	-0.3	92	0.1	8	1.2
NC(=O)CSc1nnc(-c2ccc(S(=O)(=O)N3CCCC3)cc2)n1CC1CCCO1 (configuration not stated)
  104	0	1	-4	7	0.1	105	1.6	-1	1.2
COc1ccc(Oc2ccc(NC(=O)c3ccccc3C)cc2)cc1
  87	-1	-1	12	-3	-0.2	91	-0.4	16	1.3
O=c1[nH]n(-c2cccc(Cl)c2)c2ncccc12
  97	5	-3	3	-9	-0.6	88	1.9	24	0.9
O=C(Cc1ccc(-n2cccc2)cc1)NCc1ccccc1Cl
  105	-5	-1	-6	14	-0.3	101	-0.2	-1	0.96
CCC(C(=O)NCc1ccc(F)cc1)N(Cc1ccco1)C(=O)c1snc(C(N)=O)c1N (configuration not stated)
  96	-1	3	4	9	0.0	109	0.0	-6	0.79

Next part:
Each structure is followed by: STAT1 act	APP 5'UTR act	Efa HMGR inh	STAT1 inh	TLR4-MyD88 BLA	Hsp70 act	STAT3 activator	Redox H2O2 prof	STAT3 inh	NF-kB expr up
Cc1cc(C(C#N)c2cccc(Cl)c2)n2ncnc2n1 (configuration not stated)
  101	-11	-3	-1	-10	-0.1	97	-3.9	7	1.6
CC(=O)C1=C(C)OC(N)=C(C#N)C1c1ccco1 (configuration not stated)
  90	6	-2	10	-1	-0.6	95	0.9	16	1.1
O=C(COc1ccc(S(=O)(=O)NC2CCCCC2)cc1)NCC1CCCO1 (configuration not stated)
  99	-3	-5	3	1	0.1	105	11	-4	0.96
CCN(CC)C(=O)c1sc(NC(=O)c2ccc(C)c([N+](=O)[O-])c2)c(C#N)c1C
  101	-17	-7	-1	-1	-0.3	98	-3.0	8	0.82
CCc1cc(CNC(=O)CC2C(=O)NCCN2CC2CCCCC2)on1 (configuration not stated)
  92	4	2	7	18	0.7	100	0.2	2	0.41
CN(c1ccc(C(=O)NCc2ccccc2)cc1)S(C)(=O)=O
  95	-2	-6	2	1	-0.2	100	0.9	1	1.1
CCOc1ccc(OCCN(C)Cc2ccccc2)cc1
  100	-10	0	0	-11	0.1	100	0.2	6	1.1
Cc1nnc(-c2ccc(Cl)cc2)[nH]c1=O
  110	-9	2	-14	0	-0.4	89	-0.2	18	1.4

From PubChem
